Screening data deposited in PubChem by Sanford-Burnham Center for Chemical Genomics.
ATG4B inh – inhibitors of human ATG4B cysteine protease; Q9Y4P1; ATG4B cleavage of LC3-PLA2, NBD-HPC fluorescence, 1 h; inhibition, % at 8.33 µM; 340,000 tested, 0.51% active; in the data active = inhibition above about 40%
Target sequence (Q9Y4P1 whole entry, looked up): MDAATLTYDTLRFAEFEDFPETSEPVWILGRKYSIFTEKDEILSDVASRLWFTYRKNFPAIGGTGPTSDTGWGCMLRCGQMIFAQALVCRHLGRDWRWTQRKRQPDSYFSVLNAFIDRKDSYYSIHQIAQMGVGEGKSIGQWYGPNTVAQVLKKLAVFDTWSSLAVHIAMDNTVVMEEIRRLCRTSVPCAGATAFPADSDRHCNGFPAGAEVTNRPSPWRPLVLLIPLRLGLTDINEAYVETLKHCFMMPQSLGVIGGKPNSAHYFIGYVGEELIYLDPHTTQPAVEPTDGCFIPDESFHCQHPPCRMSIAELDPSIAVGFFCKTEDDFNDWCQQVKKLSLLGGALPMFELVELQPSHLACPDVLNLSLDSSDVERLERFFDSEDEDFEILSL
hIAP activ – increases human intestinal alkaline phosphatase activity; P09923; purified human IAP, CDP-Star luminescence, 30 min; hits give high values; 1 = vehicle-only enzyme, 0 = enzyme-free background; activation factor at 10 µM; 330,000 tested, 0.16% active; AID 2524;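 active = activation factor of the enzyme at least 2-fold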; note: the source names both 10 and 20 µM as test concentration; values of inactives mirror those of a sister screen read the other way
Target sequence (P09923 whole entry, looked up): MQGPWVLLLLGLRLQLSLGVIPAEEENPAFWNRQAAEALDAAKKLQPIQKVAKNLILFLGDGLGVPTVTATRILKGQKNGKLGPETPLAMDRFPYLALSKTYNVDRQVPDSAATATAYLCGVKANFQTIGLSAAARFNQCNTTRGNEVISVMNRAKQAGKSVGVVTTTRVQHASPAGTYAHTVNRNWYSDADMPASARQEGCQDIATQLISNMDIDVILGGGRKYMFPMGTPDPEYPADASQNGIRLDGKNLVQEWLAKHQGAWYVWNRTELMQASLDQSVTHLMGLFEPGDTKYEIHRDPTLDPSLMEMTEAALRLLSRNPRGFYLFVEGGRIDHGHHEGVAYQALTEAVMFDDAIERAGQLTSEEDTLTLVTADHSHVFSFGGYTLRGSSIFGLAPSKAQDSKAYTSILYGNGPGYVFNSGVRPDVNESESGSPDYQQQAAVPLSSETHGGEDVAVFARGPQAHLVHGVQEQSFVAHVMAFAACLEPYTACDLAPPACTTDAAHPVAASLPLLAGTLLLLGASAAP
mIAP inh – mouse IAP inhibition; 330,000 tested, 0.2% active; purified mouse IAP, CDP-Star luminescence, 30 min; AID 2806; inhibition, % at 10 µM;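 active = inhibition of at least 40% at 10 µM in the primary screen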;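 note: plate controls were DMSO with enzyme for no effect and no enzyme wells for full effect; values of inactives mirror those of a sister screen read the other way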
hIAP block – human IAP inhibition; AID 2544; purified IAP, CDP-Star luminescence, 30 min; P09923; inhibition, % at 10 µM; 330,000 tested, 0.12% active;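 active = inhibition reaching a set limit with compound at 10 µM in the primary screen, cut at about 35% in these data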;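 note: plate controls were DMSO wells with enzyme for no effect and no-enzyme buffer wells for full effect; values of inactives mirror those of a sister screen read the other way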
APOBEC3A inh – inhibitors of human APOBEC3A DNA deaminase | inhibition, % at 20 µM | recombinant A3A, FAM/TAMRA ssDNA deamination fluorescence | 330,000 tested, 0.41% active | AID 493011;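 active = at least 40% inhibition at 20 µM here, with at most 30% in a related deaminase screen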;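 note: plate controls were A3A with DMSO for no effect and wells lacking A3A enzyme for full effect; some results filed as inactive read as strong as hits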
MPTP block – inhibitors of mitochondrial permeability transition pore; isolated mouse mitochondria, Ca2+ swelling absorbance, 30 min; inhibition, % at 10 µM; 360,000 tested, 1.4% active; AID 602449;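 active = inhibition of 50% or more, scaled per plate between neutral and stimulator controls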;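 note: 0% = DMSO wells given calcium and 100% = 1 mM EGTA wells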
beta cell repl – induces beta-cell replication in MIN6 cells. MIN6 cells proliferation, ATPlite luminescence, 48 h; cells starved in 0.2% serum; 100% = growth in 10% serum. proliferation, % at 10 µM. 330,000 tested, 0.29% active. AID 2380;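 active = compounds whose signal lies at least 3.5 SD above the mean of all wells on their plate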;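 note: 0% = DMSO-treated cells in low-serum medium and 100% = 10% serum control; some compounds called inactive have numbers as strong as hits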
A3G deaminase – blocks human APOBEC3G single-stranded DNA deamination; Q9HC16; recombinant A3G, ssDNA deamination FAM/TAMRA fluorescence; inhibition, % at 20 µM; 330,000 tested, 0.28% active; AID 493012;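 active = inhibition of at least 40% at 20 µM, with no more than 30% in the related APOBEC3A deaminase screen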;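 note: plate controls were DMSO wells with A3G for no effect and wells lacking A3G enzyme for full effect; some compounds called inactive have numbers as strong as hits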
mIAP activ – mouse IAP activation; 330,000 tested, 0.24% active; muIAP, CDP-Star luminescence, 30 min; hits give high values; 1 = vehicle-only enzyme signal, 0 = enzyme-free wells; activation factor at 10 µM;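 active = activation factor of at least 2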; note: the source names both 10 and 20 µM as test concentration; values of inactives mirror those of a sister screen read the other way
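Assay system: mouse IAP enzyme / Compound: DMSO-dissolved test compounds / Timing: 30 min, room temperature / Measured by: luminescence from enzymatic CDP-Star hydrolysis / Control set: DMSO-only wells, enzyme-free buffer wells as negative control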
Active calls of the source: *.

Preview, 2 compounds:
`Cc1ccc(C)c(NC(=O)C2=CCN(S(=O)(=O)c3ccc(F)cc3)CC2)c1` gave ATG4B inh -10, hIAP activ 1.2, mIAP inh -14, hIAP block -23, APOBEC3A inh -3, MPTP block 0.5, beta cell repl -3, A3G deaminase -3 and mIAP activ 1.1.
`O=C(Nc1ccc2oc(-c3ccccc3)nc2c1)C1CCCO1` (stereo not given) gave ATG4B inh -6, hIAP activ 1.1, mIAP inh -8, hIAP block -10, APOBEC3A inh -2, MPTP block -8.4, beta cell repl -3, A3G deaminase -8 and mIAP activ 1.1.

All compounds of this part, previewed entries included:
`Cc1ccc(C)c(NC(=O)C2=CCN(S(=O)(=O)c3ccc(F)cc3)CC2)c1` gave ATG4B inh -10, hIAP activ 1.2, mIAP inh -14, hIAP block -23, APOBEC3A inh -3, MPTP block 0.5, beta cell repl -3, A3G deaminase -3 and mIAP activ 1.1.
`O=C(Nc1ccc2oc(-c3ccccc3)nc2c1)C1CCCO1` (stereo not given) gave ATG4B inh -6, hIAP activ 1.1, mIAP inh -8, hIAP block -10, APOBEC3A inh -2, MPTP block -8.4, beta cell repl -3, A3G deaminase -8 and mIAP activ 1.1.
CCOC(=O)N1CCN(C(=O)COc2ccc(Cl)cc2C)CC1 was read as ATG4B inh -5, hIAP activ 1.1, mIAP inh -5, hIAP block -6, APOBEC3A inh 1, MPTP block 1.2, beta cell repl -2, A3G deaminase -5 and mIAP activ 1.
`CCn1c(Cc2cccs2)nnc1SCC(=O)c1ccc(C)cc1` gave ATG4B inh -10, hIAP activ 0.87, mIAP inh 10, hIAP block 13, APOBEC3A inh -3, MPTP block -0.8, beta cell repl -4, A3G deaminase -8 and mIAP activ 0.9.
For CCN(Cc1ccccc1)C(=O)CSc1nc(C)cc(C)c1C#N the results were ATG4B inh 2, hIAP activ 0.86, mIAP inh 3, hIAP block 14, APOBEC3A inh 0, MPTP block -0.1, beta cell repl 2, A3G deaminase -3 and mIAP activ 0.97.
`C=CCn1c(N)c(C(=O)Nc2cccc(C)c2)c2nc3ccccc3nc21` gave ATG4B inh -23, hIAP activ 0.87, mIAP inh 8, hIAP block 13, APOBEC3A inh -3, MPTP block 1.9, beta cell repl -5, A3G deaminase -6 and mIAP activ 0.92.
`COc1cc(C)c(C#N)c(OC)n1` gave ATG4B inh -13, hIAP activ 1.1, mIAP inh -3, hIAP block -13, APOBEC3A inh 2, MPTP block -2.2, beta cell repl 0, A3G deaminase 1 and mIAP activ 1.
Screening COc1ccccc1CNC(=S)NCc1ccc(F)cc1 returned ATG4B inh 20, hIAP activ 0.92, mIAP inh -21, hIAP block 8, APOBEC3A inh -7, MPTP block 3.2, beta cell repl -5, A3G deaminase -5 and mIAP activ 1.2.
For COc1cc(OC)cc(C(=O)NCCC(=O)NCCc2ccc(OC)c(OC)c2)c1 the results were ATG4B inh -2, hIAP activ 1.1, mIAP inh -11, hIAP block -9, APOBEC3A inh -1, MPTP block 2.1, beta cell repl 3, A3G deaminase -7 and mIAP activ 1.1.
Cc1ccc(C)c2[nH]c(=O)c(CCNC(=O)c3ccco3)cc12 was read as ATG4B inh -1, hIAP activ 1.1, mIAP inh 1, hIAP block -5, APOBEC3A inh 1, MPTP block 1.3, beta cell repl -4, A3G deaminase -2 and mIAP activ 0.99.
O=C(COc1cc2oc(=O)c3c(c2cc1Cl)CCCC3)N1C[C@H]2C[C@@H](C1)c1cccc(=O)n1C2 was read as ATG4B inh -26, hIAP activ 1, mIAP inh 24, hIAP block 0, APOBEC3A inh 0, MPTP block 0.5, beta cell repl -3, A3G deaminase 4 and mIAP activ 0.76.
CCCCCCCCc1c(O)nc(-n2[nH]c(C)c(CCO)c2=O)[nH]c1=O was read as ATG4B inh -1, hIAP activ 2.2*, mIAP inh 28, hIAP block -120, APOBEC3A inh -1, MPTP block 1.2, beta cell repl 0, A3G deaminase -5 and mIAP activ 0.72.
Screening COc1ccc(C[C@H]2CN3C(=NC[C@@H]3Cc3ccc(O)cc3)N2CCNC(=O)c2ccc(C)c(Br)c2)cc1 returned ATG4B inh -21, hIAP activ 1.7, mIAP inh -5, hIAP block -71, APOBEC3A inh 0, MPTP block 1.0, beta cell repl -8, A3G deaminase -4 and mIAP activ 1.
COc1ccc(S(N)(=O)=O)cc1C(=O)NNC(=O)C1COc2ccccc2O1 (stereo not given) was read as ATG4B inh -4, hIAP activ 1.3, mIAP inh 16, hIAP block -33, APOBEC3A inh 4, MPTP block -0.3, beta cell repl 1, A3G deaminase -2 and mIAP activ 0.83.
`CCCc1nnc(NC(=O)Cn2c(=O)oc3ccccc32)s1` gave ATG4B inh -10, hIAP activ 1, mIAP inh 1, hIAP block -2, APOBEC3A inh 4, MPTP block 1.2, beta cell repl 4, A3G deaminase 8 and mIAP activ 0.99.
CN(C)NC1CCS(=O)(=O)C1 (stereo not given) was read as ATG4B inh -14, hIAP activ 0.94, mIAP inh -3, hIAP block 6, APOBEC3A inh 3, MPTP block -1.2, beta cell repl -2, A3G deaminase 3 and mIAP activ 1.
CC12/C(=N/O)C3C4CC5C3/C(=N/O)C1C5C42 (stereo not given) was read as ATG4B inh -18, hIAP activ 1.1, mIAP inh -3, hIAP block -7, APOBEC3A inh 0, MPTP block -0.5, beta cell repl -1, A3G deaminase 0 and mIAP activ 1.
Cc1nnc(NC(=O)C2CCN(S(=O)(=O)c3ccc(F)c(F)c3)CC2)o1 was read as ATG4B inh -11, hIAP activ 1.1, mIAP inh 7, hIAP block -11, APOBEC3A inh -3, MPTP block -0.9, beta cell repl -2, A3G deaminase -8 and mIAP activ 0.93.
Cc1nn(CC(=O)Nc2ccc(N3CCOCC3)cc2)c(C)c1Br was read as ATG4B inh 3, hIAP activ 0.87, mIAP inh -6, hIAP block 13, APOBEC3A inh 0, MPTP block 0.4, beta cell repl -3, A3G deaminase 5 and mIAP activ 1.1.
`Cc1ccc(-n2cc(C(=O)O)c(=O)cc2C)c(C)c1` gave ATG4B inh 6, hIAP activ 0.94, mIAP inh 7, hIAP block 6, APOBEC3A inh 2, MPTP block 3.7, beta cell repl -1, A3G deaminase -2 and mIAP activ 0.93.
Screening Cc1ccc(C2=NN(CC(=O)NCCN(CC(C)C)CC(C)C)C(=O)CC2)cc1 returned ATG4B inh -6, hIAP activ 0.89, mIAP inh -11, hIAP block 11, APOBEC3A inh 2, MPTP block -0.1, beta cell repl -2, A3G deaminase 1 and mIAP activ 1.1.
Screening O=C(NCCCC1CCCC1)C1CCC(=O)N(Cc2ccccc2F)C1 (stereo not given) returned ATG4B inh 20, hIAP activ 1.1, mIAP inh -12, hIAP block -13, APOBEC3A inh 1, MPTP block -1.4, beta cell repl -4, A3G deaminase -1 and mIAP activ 1.1.
For CN(C)/C=N/c1nc(-c2ccc3c(c2)OCO3)cs1 the results were ATG4B inh -9, hIAP activ 0.92, mIAP inh 2, hIAP block 8, APOBEC3A inh -4, MPTP block 2.0, beta cell repl -2, A3G deaminase -6 and mIAP activ 0.98.
For O=C(Nc1cccc(C(F)(F)F)c1)Nc1ccon1 the results were ATG4B inh -1, hIAP activ 1.1, mIAP inh -29, hIAP block -11, APOBEC3A inh 1, MPTP block 21, beta cell repl -5, A3G deaminase -6 and mIAP activ 1.3.
For CC(=O)c1ccc(S(=O)(=O)N2CCC(c3nnc(SCCN4CCCC4)n3C)CC2)cc1 the results were ATG4B inh 0, hIAP activ 1.1, mIAP inh -8, hIAP block -13, APOBEC3A inh 2, MPTP block -0.3, beta cell repl 2, A3G deaminase 10 and mIAP activ 1.1.
Screening COc1cc(C2CC(=O)Oc3c2c(=O)n(C)c2ccccc32)cc(OC)c1OC (stereo not given) returned ATG4B inh -8, hIAP activ 0.95, mIAP inh -3, hIAP block 5, APOBEC3A inh -1, MPTP block -0.6, beta cell repl -3, A3G deaminase -8 and mIAP activ 1.
O=C(CC(C(=O)N1CCc2ccccc21)n1ccnc1)N1CCc2ccccc2C1 (stereo not given) was read as ATG4B inh -1, hIAP activ 0.84, mIAP inh 8, hIAP block 16, APOBEC3A inh 2, MPTP block -2.1, beta cell repl -1, A3G deaminase -6 and mIAP activ 0.92.
Screening CCc1ccc(OCc2ccc(C(=O)NCc3ccccn3)o2)cc1 returned ATG4B inh 3, hIAP activ 0.92, mIAP inh 2, hIAP block 8, APOBEC3A inh 2, MPTP block -2.0, beta cell repl -3, A3G deaminase 0 and mIAP activ 0.98.
Cc1ccc(S(=O)(=O)N(C)C)cc1NC(=O)COC(=O)C1CCCC1 was read as ATG4B inh 4, hIAP activ 1.1, mIAP inh 2, hIAP block -6, APOBEC3A inh 2, MPTP block -1.3, beta cell repl -4, A3G deaminase -5 and mIAP activ 0.98.
`O=C(NCc1ccccn1)c1ccc(OC2CCN(Cc3ccc(CO)o3)CC2)cc1` gave ATG4B inh -1, hIAP activ 0.97, mIAP inh 3, hIAP block 2, APOBEC3A inh 0, MPTP block -0.2, beta cell repl 5, A3G deaminase -2 and mIAP activ 0.97.
For CC(=O)c1c(C)[nH]c(C(=O)NCCN2CCC(C)CC2)c1C the results were ATG4B inh -5, hIAP activ 0.79, mIAP inh 3, hIAP block 21, APOBEC3A inh -2, MPTP block 0.1, beta cell repl -2, A3G deaminase -5 and mIAP activ 0.97.
NS(=O)(=O)c1cc(C(=O)OCC(=O)c2ccc3c(c2)OCCO3)ccc1Cl was read as ATG4B inh -4, hIAP activ 0.94, mIAP inh 5, hIAP block 6, APOBEC3A inh -2, MPTP block 0.7, beta cell repl 0, A3G deaminase -5 and mIAP activ 0.95.
Screening CC(NC(=O)/C(=C/c1cccc([N+](=O)[O-])c1)NC(=O)c1ccco1)C(=O)O (stereo not given) returned ATG4B inh -5, hIAP activ 0.89, mIAP inh 22, hIAP block 11, APOBEC3A inh -3, MPTP block 1.0, beta cell repl 0, A3G deaminase -3 and mIAP activ 0.78.
Screening COc1ccc(O)c(/C=N/NC(=O)c2c(C)nnn2-c2nonc2N)c1 returned ATG4B inh -1, hIAP activ 1.6, mIAP inh 1, hIAP block -63, APOBEC3A inh 14, MPTP block 0.6, beta cell repl 2, A3G deaminase 12 and mIAP activ 0.99.
`Cc1cc(NC(=O)c2c(-c3c(F)cccc3Cl)noc2C)no1` gave ATG4B inh -8, hIAP activ 0.9, mIAP inh 10, hIAP block 10, APOBEC3A inh -4, MPTP block 1.9, beta cell repl -2, A3G deaminase -8 and mIAP activ 0.9.
Screening O=C(Nc1ccccn1)c1csc2c1CCCC2 returned ATG4B inh 2, hIAP activ 1.1, mIAP inh 9, hIAP block -14, APOBEC3A inh -3, MPTP block -1.3, beta cell repl -2, A3G deaminase -6 and mIAP activ 0.91.
For C=CCn1c(SCC)nc2sc3c(c2c1=O)CCc1ccccc1-3 the results were ATG4B inh 6, hIAP activ 0.82, mIAP inh 4, hIAP block 18, APOBEC3A inh 1, MPTP block 14, beta cell repl -6, A3G deaminase -6 and mIAP activ 0.95.
For CC(C)CC(C(=O)NC(C)(C)C)N(Cc1cccs1)C(=O)c1snc(C(N)=O)c1N (stereo not given) the results were ATG4B inh -5, hIAP activ 0.97, mIAP inh -16, hIAP block 3, APOBEC3A inh -5, MPTP block -1.2, beta cell repl 1, A3G deaminase -10 and mIAP activ 1.2.
Cc1ccc(NC(=O)c2ccc(S(=O)(=O)N3CCCCCC3)cc2)nc1 was read as ATG4B inh 0, hIAP activ 1.1, mIAP inh -1, hIAP block -9, APOBEC3A inh 0, MPTP block -0.2, beta cell repl -4, A3G deaminase -4 and mIAP activ 1.
